Compound activity as filed in PubChem.
Vif inh: HIV Vif inhibition. HEK293T cells, Vif self-association by quenched fluorescence, imaging, 24 h. inhibition, % at 7.49 µM. 0.35% of 340,000 active; in the data active = inhibition above about 50%, passing the limit was not always enough; note: some results filed as inactive read as strong as hits
NR2E3 ag-1: agonists of human NR2E3 nuclear receptor. 0.35% of 360,000 active. CHO-S Gal4-NCOR/VP16-NR2E3 two-hybrid, luciferase. Q9Y5X4. inhibition of corepressor binding, % at 3.98 µM. AID 602229;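 active = inhibition above the mean of all tested compounds plus 3 SD, cut at about 70% in these data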;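 note: 0% = DMSO with NR2E3 transfected cells and 100% = cells lacking NR2E3 construct; higher means lower luciferase signal from less NR2E3 corepressor binding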
Target sequence (Q9Y5X4 whole entry, looked up, the tested form may be a part): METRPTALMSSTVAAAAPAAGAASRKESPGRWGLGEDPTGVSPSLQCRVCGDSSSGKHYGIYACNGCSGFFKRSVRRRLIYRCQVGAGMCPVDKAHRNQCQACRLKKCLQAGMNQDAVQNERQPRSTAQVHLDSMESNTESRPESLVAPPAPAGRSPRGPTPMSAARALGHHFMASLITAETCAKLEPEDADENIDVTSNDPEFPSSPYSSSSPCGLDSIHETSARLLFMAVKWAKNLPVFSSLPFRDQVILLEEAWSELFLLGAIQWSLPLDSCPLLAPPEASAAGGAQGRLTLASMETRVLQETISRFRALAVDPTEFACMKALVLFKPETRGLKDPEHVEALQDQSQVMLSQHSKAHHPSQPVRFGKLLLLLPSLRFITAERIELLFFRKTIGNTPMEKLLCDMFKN
NR2E3 ag-2: NR2E3 (human) agonism | GST-NR2E3/biotin-RetCOR TR-FRET, 1536-well | inhibition of corepressor binding, % at 4.78 µM | 0.12% of 320,000 active | AID 2300;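 active = percent inhibition above the cutoff of mean plus 3 SD of all tested compounds, set per screening campaign, cut at about 20% in these data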;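 note: 0% = DMSO wells and 100% = biotin wells as full block of FRET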
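Material: NR2E3–RetCOR corepressor complex / Amount: 1.35 nM GST-NR2E3 / Medium: Tris pH 7.5 / Compound: single nominal compound dose of 4.8 µM / Incubation: 5 h at 4 °C / Technique: TR-FRET, Eu(K)-anti-GST donor, streptavidin-D2 acceptor, ex 340, em 617/671 nm / Read-out basis: percent loss of FRET ratio relative to control wells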
CaV13 ICDI inh: Disruptors of the CACNA1D IQ motif to Ca2+-dependent inactivation inhibitor domain association, primary screening, Förster resonance energy transfer in intact living …; 0.098% of 340,000 active; HEK cells, CFP/YFP FRET ICDI-IQ, plate reader, 10 min; percent FRET-ratio fall versus neutral wells; inhibition, % at 12.3 µM; AID 743397;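 active = mean replicate inhibition of at least 30% and at least 1% of replicates passing that level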;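 note: 0% = median of the neutral control wells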
CF NFkB inh: inhibitors of cystic fibrosis induced NF-kB; AID 588850; 0.86% of 360,000 active; inhibition, % at 5 µM; KKLEB NF-kB-GFP reporter, PAF-induced, GFP fluorescence overnight;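 active = at least 50% inhibition at 5 µM, scaled per plate between neutral and stimulator controls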;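 note: PAF is a Pseudomonas aeruginosa culture filtrate used as stimulus; plate controls were PAF-stimulated DMSO wells for no effect and unstimulated DMSO wells for full effect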
HIF-2a inh: blocks HIF-2a reporter activity; 786-0 RCC cells HIF-2a reporter, luciferase luminescence, overnight; inhibition, % at 18.8 µM; 0.72% of 360,000 active; AID 624352;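 active = inhibition of the luminescence signal of 40% or more relative to plate controls, in a single-dose primary screen at 18.75 µM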
MITF TRPM1 inh: MITF TRPM1 promoter inhibition in SK-MEL-5 cells; SK-MEL-5 TRPM1 promoter luciferase, 24 h; 0.83% of 330,000 active; inhibition, % at 12.5 µM; AID 488899;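 active = mean inhibition across replicates of 60% or more, whatever share of single replicates reaches that level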; note: values of inactives mirror those of a sister screen read the other way
PDI inh: inhibitors of human protein disulfide isomerase | 0.052% of 350,000 active | PDI insulin aggregation turbidity, A650, 90 min | inhibition, % at 10 µM;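 active = mean inhibition across replicates of 30% or more, whatever share of single replicates reach that level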;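 note: absorbance from insulin aggregation driven by PDI reduction with DTT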
Target sequence (P07237 whole entry, looked up): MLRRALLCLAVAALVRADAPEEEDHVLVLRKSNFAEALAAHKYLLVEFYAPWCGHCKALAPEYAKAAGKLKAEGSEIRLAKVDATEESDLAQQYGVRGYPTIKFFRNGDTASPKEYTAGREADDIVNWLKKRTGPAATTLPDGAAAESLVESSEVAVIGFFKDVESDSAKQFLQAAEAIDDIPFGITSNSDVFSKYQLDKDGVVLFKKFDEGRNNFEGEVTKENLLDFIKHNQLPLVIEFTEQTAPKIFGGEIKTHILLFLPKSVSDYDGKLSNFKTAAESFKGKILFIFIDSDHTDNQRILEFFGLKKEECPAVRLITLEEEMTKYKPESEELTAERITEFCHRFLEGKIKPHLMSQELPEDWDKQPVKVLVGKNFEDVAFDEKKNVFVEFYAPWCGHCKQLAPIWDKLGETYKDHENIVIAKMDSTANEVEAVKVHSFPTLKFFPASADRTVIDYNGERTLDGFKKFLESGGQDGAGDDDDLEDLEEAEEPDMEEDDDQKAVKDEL
Peg3 prom inh: Peg3 promoter activity inhibition. inhibition, % at 20 µM. 1.7% of 360,000 active. HeLa PEG-Prom luciferase reporter, luminescence, overnight. AID 588405;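 active = inhibition of at least 50% at 20 µM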
Shn3 inh set2: Schnurri-3 reporter inhibition in Clone20 osteoblasts. Clone20 osteoblast Shn3 3'UTR firefly luciferase, 24 h. inhibition, % at 12.5 µM. 0.52% of 360,000 active. AID 588674;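 active = mean inhibition of at least 75% with every replicate also reaching 75%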;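 note: 0% = median of neutral control wells and 100% = pilot-screen positive control compound; some compounds past the cut are filed as inactive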
KKLEB cytotox: counter-screen for CF NF-kB inhibitors: cytotoxicity; KKLEB CF airway cells viability, ATPlite luminescence, overnight; active compounds read low; cells stimulated with P. aeruginosa culture filtrate; activity change (cytotoxicity), % at 5 µM; 0.36% of 360,000 active;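 active = corrected activity change at or below -50% at 5 µM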
* hit, by the source's call; . = no result given. An unsorted share of the library; about 3.3% have a hit in one of these screens.

1: CC1(C)CC(=O)C2=C(C1)N=C1SCCC(=O)N1C2c1ccccc1 (configuration not stated)
2: O=C(NCc1ccncc1)C1CCN(S(=O)(=O)c2ccc(F)cc2)CC1
3: O=C(COC(=O)c1cccs1)Nc1ccc(F)c(F)c1
4: COc1ccc(CN(CC2CCC(C(=O)O)CC2)C(=S)Nc2ccc(C)c(Cl)c2)cc1 (configuration not stated)
5: CCn1cc(C(=O)NC(C)C23CC4CC(CC(C4)C2)C3)cn1 (configuration not stated)
6: COc1ccc(NC(=O)c2cc3nc(-c4ccccc4)cc(-c4ccccc4)n3n2)c(OC)c1
7: COC(=O)[C@]1(Cc2ccccc2)N[C@H](CN(C)C(=O)NC(C)C)[C@@H]2C(=O)N(Cc3ccccc3)C(=O)[C@@H]21
8: O=C(Cn1nnc(-c2cc(Cl)ccc2-n2cnnn2)n1)N1CCCc2ccccc21
assay / compound	1	2	3	4	5	6	7	8
Peg3 prom inh	1.4	-1.9	-0.2	-1.3	21.6	25.3	-3.0	9.7
Shn3 inh set2	1.3	-1.9	10.1	-1.4	-18.5	8.7	-1.1	18.7
KKLEB cytotox	-3.8	1.3	-7.3	-27.2	-8.7	-17.5	-7.6	2.3
CaV13 ICDI inh	-9.0	-2.7	-3.3	-4.8	-5.0	-4.9	-5.3	.
NR2E3 ag-2	0.3	1.8	1.6	-0.4	0.0	3.0	.	-0.7
CF NFkB inh	7.6	11.6	-2.7	16.2	6.2	26.1	9.5	-4.6
NR2E3 ag-1	-24.4	5.5	-0.3	8.4	19.2	-21.0	-17.9	-2.6
PDI inh	-2.5	6.0	15.5	1.5	-2.6	-2.1	1.3	-0.3
Vif inh	-3.3	-5.9	2.6	4.4	3.0	12.1	-10.5	-2.7
HIF-2a inh	13.6	20.2	-2.1	-11.6	18.5	16.4	5.5	4.8
MITF TRPM1 inh	-1.3	-1.8	-18.3	-11.2	11.8	0.9	-0.3	0.1

9: CCCNC(=O)C1(C)CCN(CCS(=O)(=O)c2ccc(C)cc2)C1 (configuration not stated)
10: COc1ccc(S(=O)(=O)NC2CC2)cc1Br
11: O=C(CSc1nc2ccccc2c(=O)n1CCCN1CCOCC1)NC12CC3CC(CC(C3)C1)C2
12: O=C(NCCN1CCOCC1)C1CCC(CNS(=O)(=O)c2ccccc2)CC1 (configuration not stated)
13: CC(Sc1ccccc1)C(=O)NCC1COc2ccccc2O1 (configuration not stated)
14: CC(=O)Nc1cccc(-c2cn3ccc(C)cc3n2)c1
15: O=C(Nc1nnc(-c2ccc(Br)cc2)o1)c1cccc(N2C(=O)CCC2=O)c1
16: CC1(C)Cc2c(cnn2-c2ccc(F)cc2)C(NC(=O)C2=CC(=O)CC(C)(C)O2)C1 (configuration not stated)
assay / compound	9	10	11	12	13	14	15	16
Peg3 prom inh	2.4	5.0	8.3	-7.5	-8.7	-223.7	-15.4	-11.4
Shn3 inh set2	-13.4	-23.1	-7.1	-15.5	8.5	-83.9	0.3	-16.7
KKLEB cytotox	-8.1	3.1	-7.9	2.6	0.1	9.9	-4.4	-4.8
CaV13 ICDI inh	-5.8	-0.3	-16.9	-5.3	-0.6	-5.4	-3.7	-10.7
NR2E3 ag-2	.	2.5	0.8	-1.3	5.1	-0.7	6.1	.
CF NFkB inh	3.7	17.3	-5.1	11.2	-12.9	-44.3	4.3	14.1
NR2E3 ag-1	-5.7	-36.6	-21.5	-19.3	13.8	-89.5	2.6	3.7
PDI inh	5.5	-15.0	0.1	0.2	-2.9	3.2	-1.6	-3.6
Vif inh	16.1	11.1	-2.0	-12.0	4.6	-4.5	-2.8	.
HIF-2a inh	-1.1	11.5	0.4	-0.2	-14.4	-144.6	-18.2	-14.1
MITF TRPM1 inh	.	4.6	14.5	-2.3	2.2	-24.7	8.4	.

17: CN(C)C(CNC(=S)Nc1ccc(Cl)cc1)c1cccnc1 (configuration not stated)
18: O=C(NC1CCCC1)C(NS(=O)(=O)c1ccc(Br)s1)c1ccccc1 (configuration not stated)
19: COC(=O)C1=C(C)Nc2c(c(=O)n(C)c(=O)n2C)C1c1cccs1 (configuration not stated)
20: CN(C)N=Nc1nc2c(c(=O)n(C)c(=O)n2C)n1CC1CO1 (configuration not stated)
21: CCOC(=O)c1[nH]c2ccc(OC)cc2c1NC(=S)N1CCN(C(=O)OCC)CC1
22: CCOC(=O)c1c(C)[nH]c(C(=O)OCc2ccccc2)c1C
23: Cc1ccc(NC(=O)c2ccc3c(c2)CCN3S(C)(=O)=O)c(C)c1
24: S=C(NCCc1ccccn1)Nc1cccc(Cl)c1
assay / compound	17	18	19	20	21	22	23	24
Peg3 prom inh	15.1	8.9	6.2	40.6	-4.1	-396.1	-25.7	-16.4
Shn3 inh set2	1.5	-2.4	12.1	-1.0	.	-158.7	-16.8	27.7
KKLEB cytotox	-1.6	3.6	-0.6	-22.2	6.2	5.6	4.6	16.1
CaV13 ICDI inh	2.8	-13.4	.	-19.9	-5.8	-6.4	-4.8	-19.4
NR2E3 ag-2	-0.8	0.3	-0.5	-2.1	-2.4	1.3	-1.1	0.9
CF NFkB inh	-11.5	10.5	-2.9	10.8	-14.7	-33.3	-13.3	-26.1
NR2E3 ag-1	1.3	-0.6	4.2	4.7	4.3	-185.3	1.5	-28.1
PDI inh	-5.0	-12.1	5.7	-14.8	-1.5	0.4	-1.2	-0.8
Vif inh	2.9	0.3	4.5	0.1	20.9	-11.0	5.3	-0.7
HIF-2a inh	11.9	16.0	-1.5	14.2	2.1	-307.6	-55.0	-36.0
MITF TRPM1 inh	3.8	-0.6	-5.9	.	1.3	-98.2	-13.8	1.1

25: O=C(CCCOc1ccc(Cl)cc1Cl)Nc1ccc(O)cc1C(=O)O
26: Cc1cnc(C(=O)Nc2ccc(C)c(S(=O)(=O)N3CCCCC3)c2)cn1
27: COc1ccc(O)c(CN2CCC(n3nccc3NC(=O)c3ccccc3Cl)CC2)c1
28: Cn1c(=O)c2[nH]c(SCC(=O)c3ccc(F)cc3)nc2n(C)c1=O
29: CC(=O)c1c(OCC(=O)O)ccc2c(C)cc(=O)oc12
30: CN(Cc1ccccc1)C(=O)c1cccc(NC(=O)Cc2ccc(NC(=O)C3CCN(C(=O)C4CCCCC4)CC3)cc2)c1
31: COc1ccc2c(OC)c3ccoc3nc2c1OC
32: CN(C(=O)Nc1ccccc1)n1cnc2ccccc2c1=O
assay / compound	25	26	27	28	29	30	31	32
Peg3 prom inh	-3.2	-1.3	8.2	7.4	8.4	16.1	-36.6	3.8
Shn3 inh set2	2.2	8.2	7.2	8.8	-17.8	-11.0	-3.9	15.0
KKLEB cytotox	14.8	8.5	-3.9	7.3	-3.9	-5.6	-9.5	-1.0
CaV13 ICDI inh	8.4	-2.6	-7.5	-10.4	-4.2	-5.4	.	-15.9
NR2E3 ag-2	0.2	0.5	.	1.3	5.5	.	1.5	2.9
CF NFkB inh	-8.7	20.7	-30.4	-8.0	3.7	12.1	-37.3	-6.8
NR2E3 ag-1	22.2	-0.5	-23.9	-22.9	-4.2	-29.4	-23.8	-0.7
PDI inh	-1.7	-9.0	-1.6	2.0	-4.1	-5.5	.	-6.1
Vif inh	-7.3	-2.7	-7.6	-10.3	12.8	0.3	-3.0	-4.8
HIF-2a inh	15.3	2.4	16.0	18.4	9.0	5.9	-20.8	20.3
MITF TRPM1 inh	-9.6	6.3	-4.9	10.7	-1.0	-2.7	.	-8.2

33: Cc1ccc(/C=C2\SC(=S)N(c3c(C)n(C)n(-c4ccccc4)c3=O)C2=O)cc1
34: Cc1ccc(C)c(S(=O)(=O)N2CCN(C(=O)C(C)Sc3ccccc3)CC2)c1 (configuration not stated)
35: COC(=O)\C(C(C)=O)=C(/C=C/C=C/C=C/N(C)C)N(C)C
36: Cc1noc(C)c1COC(=O)c1csc2c1CCCC2
37: CCN/N=C(\Cc1nc2ccccc2[nH]1)c1ccccc1
38: C=C(C)C1CC=C(C)/C(=N/NC(=O)c2cccs2)C1 (configuration not stated)
39: CCOC(=O)/C=C1/SCC(=O)N1CC(=O)NC12CC3CC(CC(C3)C1)C2
40: O=C(NCCN1CCOCC1)C1CCCN(S(=O)(=O)c2ccc(F)cc2)C1 (configuration not stated)
assay / compound	33	34	35	36	37	38	39	40
Peg3 prom inh	28.0	10.2	14.9	8.6	-89.6	-229.1	-6.9	8.5
Shn3 inh set2	18.8	-22.6	16.8	9.6	-3.8	-68.3	14.9	-11.3
KKLEB cytotox	1.0	2.0	-2.5	-3.2	3.0	-9.4	-1.5	10.7
CaV13 ICDI inh	-7.7	-2.8	-7.3	-6.4	-10.9	-4.4	-6.1	.
NR2E3 ag-2	-3.3	0.7	10.7	.	-2.0	-1.6	.	0.2
CF NFkB inh	-4.1	-10.3	8.8	-14.0	-19.2	24.9	-17.2	-20.9
NR2E3 ag-1	0.6	-10.5	-20.3	15.0	-48.0	-91.4	-13.1	-12.7
PDI inh	1.9	-4.6	-0.3	-2.9	8.1	0.6	-3.9	0.4
Vif inh	-9.2	3.6	3.8	-3.4	-1.5	0.3	5.2	-2.6
HIF-2a inh	20.1	14.2	15.6	-10.1	-125.4	-214.6	13.3	20.0
MITF TRPM1 inh	-0.2	3.3	4.6	2.5	-8.2	-92.1	-1.8	4.7

Reformatted: results already given
33: Cc1ccc(/C=C2\SC(=S)N(c3c(C)n(C)n(-c4ccccc4)c3=O)C2=O)cc1
  Peg3 prom inh: 28.0; Shn3 inh set2: 18.8; KKLEB cytotox: 1.0; CaV13 ICDI inh: -7.7; NR2E3 ag-2: -3.3; CF NFkB inh: -4.1; NR2E3 ag-1: 0.6; PDI inh: 1.9; Vif inh: -9.2; HIF-2a inh: 20.1; MITF TRPM1 inh: -0.2

34: Cc1ccc(C)c(S(=O)(=O)N2CCN(C(=O)C(C)Sc3ccccc3)CC2)c1 (configuration not stated)
  Peg3 prom inh: 10.2; Shn3 inh set2: -22.6; KKLEB cytotox: 2.0; CaV13 ICDI inh: -2.8; NR2E3 ag-2: 0.7; CF NFkB inh: -10.3; NR2E3 ag-1: -10.5; PDI inh: -4.6; Vif inh: 3.6; HIF-2a inh: 14.2; MITF TRPM1 inh: 3.3

(list continues)
41: Cc1sc2nc(SCc3nc(-c4ccccc4)no3)n(-c3ccccc3)c(=O)c2c1C
42: CS(=O)(=O)n1nc(-c2ccc(Cl)cc2)nc1SCc1ccccc1
43: Cc1nnc(SCC(=O)Nc2ncc(Cc3ccc(F)cc3)s2)n1N
44: CCOC(=O)c1c(C)oc2cc(Br)c(OC)cc12
assay / compound	41	42	43	44
Peg3 prom inh	14.4	-312.6	-28.2	-20.6
Shn3 inh set2	-15.9	-20.9	-15.9	-41.5
KKLEB cytotox	0.5	-27.6	0.5	8.2
CaV13 ICDI inh	.	-8.2	0.7	-5.0
NR2E3 ag-2	.	5.6	-2.5	-1.6
CF NFkB inh	8.9	-5.2	3.9	-20.0
NR2E3 ag-1	-20.3	-74.0	-3.9	-1.7
PDI inh	3.0	-2.1	26.6	-5.7
Vif inh	15.7	-9.4	1.6	-4.4
HIF-2a inh	15.7	-301.2	-38.0	-35.2
MITF TRPM1 inh	4.4	-35.1	-11.9	-29.1
